A3G deaminase: APOBEC3G DNA deaminase inhibitors, primary screen, biochemical, fluorescence, single-stranded DNA substrate, uHTS | DNA dC->dU-editing enzyme APOBEC-3G (Homo sapiens), Q9HC16 | recombinant A3G, ssDNA deamination FAM/TAMRA fluorescence | inhibition, % at 20 µM | actives 0.28% (n = 330,000);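 active = inhibition of at least 40% at 20 µM, with no more than 30% in the related APOBEC3A deaminase screen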;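 note: plate controls were DMSO wells with A3G for no effect and wells lacking A3G enzyme for full effect; some compounds called inactive have numbers as strong as hits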
Target sequence (Q9HC16 whole entry, looked up): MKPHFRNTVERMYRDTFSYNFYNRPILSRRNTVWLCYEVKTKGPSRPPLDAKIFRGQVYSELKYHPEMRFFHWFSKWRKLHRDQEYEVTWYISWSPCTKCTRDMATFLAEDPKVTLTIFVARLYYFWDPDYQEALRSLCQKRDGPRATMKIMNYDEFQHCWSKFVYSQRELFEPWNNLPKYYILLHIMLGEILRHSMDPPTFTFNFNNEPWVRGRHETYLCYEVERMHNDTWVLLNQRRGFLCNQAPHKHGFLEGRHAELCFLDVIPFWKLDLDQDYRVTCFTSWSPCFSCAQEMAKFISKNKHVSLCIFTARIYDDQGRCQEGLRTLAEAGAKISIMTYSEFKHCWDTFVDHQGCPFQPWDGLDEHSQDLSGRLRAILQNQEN
SENP7 inh: SENP7 protease inhibitors, primary screen, biochemical, luminescence, uHTS. Sentrin-specific protease 7 (Homo sapiens), Q9BQF6. recombinant SENP7, Z-RLRGG-aminoluciferin luminescence, 40 min. inhibition, % at 5 µM. actives 1.5% (n = 330,000);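 active = inhibition above about 50% at the single test dose, limit read from the data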;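 note: plate controls were DMSO with enzyme for no effect and no enzyme buffer wells for full effect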
Target sequence (Q9BQF6 706-1050 limits assumed): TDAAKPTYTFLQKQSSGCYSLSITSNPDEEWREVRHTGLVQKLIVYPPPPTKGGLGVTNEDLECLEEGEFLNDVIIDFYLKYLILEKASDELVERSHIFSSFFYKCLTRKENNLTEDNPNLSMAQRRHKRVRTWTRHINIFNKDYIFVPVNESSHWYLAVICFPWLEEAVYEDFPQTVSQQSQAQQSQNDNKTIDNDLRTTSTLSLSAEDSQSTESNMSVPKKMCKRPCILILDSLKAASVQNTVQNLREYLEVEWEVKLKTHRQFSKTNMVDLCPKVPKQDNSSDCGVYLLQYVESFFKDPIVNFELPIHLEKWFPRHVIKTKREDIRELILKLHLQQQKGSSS
SENP1 FRET inh: human SENP1 catalytic domain inhibitors, primary screen, biochemical, FRET, uHTS | inhibition, % at 10 µM | recombinant SENP1 catalytic domain, CyPet-SUMO1-YPet FRET cleavage | actives 0.21% (n = 360,000) | Sentrin-specific protease 1 (Homo sapiens), Q9P0U3 | AID 624204, 2012;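 active = inhibition at least 30% at 10 µM, raw YFP signal under a set limit, fluorescence ratio 0.5 to 1.5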;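 note: 0% = enzyme with DMSO and 100% = no enzyme wells; some results filed as inactive read as strong as hits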
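Material – human SENP1 catalytic domain · Input – SENP1 enzyme, 20 pM final · Compound dosing – single concentration of 10 µM compound, 0.5% DMSO final · Timing – enzyme reaction for 50 min at room temperature, dark · Measured by – FRET fluorescence in CFP and YFP emission channels · Control set – no-enzyme wells low, DMSO-plus-enzyme wells high control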
SENP6 block: SENP6 protease inhibitors, primary screen, biochemical, luminescence, uHTS | actives 1.8% (n = 330,000) | inhibition, % at 10 µM | Recombinant SENP6 catalytic domain, aminoluciferin luminescence;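 active = inhibition above about 50% at the single tested dose, limit read from the data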;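 note: plate controls were DMSO wells with enzyme for no effect and DMSO wells lacking enzyme for full effect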
UBC13 polyUb: UBC13 polyubiquitin chain formation inhibitors, primary screen, biochemical, TR-FRET, uHTS; Ubiquitin-conjugating enzyme E2 N (Homo sapiens), P61088; inhibition, % at 20 µM; actives 0.47% (n = 330,000); in the data active = inhibition above about 45%, passing the limit was not always enough
Apaf1 inhib: inhibitors of human Apaf-1 apoptosome, primary screen, biochemical, DEVD-Rh110 fluorescence, uHTS | inhibition, % at 20 µM | AID 489030, 2010 | reconstituted apoptosome caspase-3 activity | actives 0.71% (n = 330,000); active = inhibition of at least 40% at 20 µM;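 note: plate controls were DMSO wells for no effect and DEVD-CHO caspase inhibitor wells for full effect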
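Material: biochemical Apaf-1 apoptosome reconstitution. Medium: Hepes buffer, pH 7.5. Also added: cytochrome c activation, bis-DEVD rhodamine 110 substrate. Timing: 30 min compound preincubation, 50 min activation, room temperature. Measured by: rhodamine 110 fluorescence at Ex 480/Em 540 nm.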
SENP8 block-1: human SENP8 protease inhibitors, primary screen, biochemical, fluorescence, Nedd8 protein substrate, uHTS; AID 602440, 2012; inhibition, % at 20 µM; Sentrin-specific protease 8 (Homo sapiens), Q96LD8; recombinant SENP8; actives 0.64% (n = 360,000); in the data active = inhibition mostly above about 40%, no sharp cut-off; inactive = mostly below about 27%
Target sequence (Q96LD8 whole entry, looked up): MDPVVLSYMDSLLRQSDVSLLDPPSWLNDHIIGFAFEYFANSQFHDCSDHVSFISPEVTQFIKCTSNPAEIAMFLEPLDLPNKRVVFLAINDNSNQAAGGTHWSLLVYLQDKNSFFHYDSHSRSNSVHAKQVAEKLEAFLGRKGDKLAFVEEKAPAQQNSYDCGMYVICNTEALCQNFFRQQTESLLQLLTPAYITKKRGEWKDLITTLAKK
SENP8 block-2: SENP8 protease inhibitors, primary screen, biochemical, luminescence. Sentrin-specific protease 8 (Homo sapiens), Q96LD8. actives 1.2% (n = 330,000). AID 2540, 2010. purified SENP8, Z-RLRGG-aminoluciferin cleavage. inhibition, % at 10 µM; in the data active = inhibition above about 50%
An asterisk follows results filed as active. An unsorted share of the library; any-hit rate near 3.6%.

1	CCOC(=O)N1CCN(C(=O)C2CCN(Cc3nc(-c4ccccc4C)oc3C)CC2)CC1
2	CCCCN(C)C(=O)C1CCC(CNS(=O)(=O)c2ccc3c(c2)CC(C)N3C(=O)C2CC2)CC1 (configuration not stated)
3	COc1cc(/C=N\NC(=O)c2nonc2N)c(OC)cc1Br
4	CC1=C(C(=O)OCc2ccccc2)C(c2ccc(C#N)cc2)NC(=O)N1CCCC(=O)O (configuration not stated)
5	NC(=O)c1ccc(-c2noc(-c3cccc(Cl)c3)n2)cc1
6	Cc1cc(C)nc(N/C(=N\S(=O)(=O)Cc2ccccc2)Nc2ccc(F)c(Cl)c2)n1
7	O=C(Cn1nnc(-c2ccccc2Cl)n1)N/N=C/c1ccc(-c2cccc(Cl)c2)o1
8	Cc1noc(C)c1NC(=O)Nc1cccc2c1O[C@H](CN(C)S(=O)(=O)c1c(C)noc1C)[C@@H](C)CN([C@H](C)CO)C2=O
9	O=C(CN(Cc1ccccc1)C(=O)CCC(=O)Nc1ccccn1)NCCc1ccccc1
10	O=C(CCCc1cccs1)Nc1nc(-c2ccc(F)cc2)cs1

Assay by compound,1,2,3,4,5,6,7,8,9,10
A3G deaminase,-6,-6,-2,-2,-9,-7,-3,-2,-4,-1
SENP7 inh,-2,12,1,10,58*,-4,6,-1,-1,5
SENP1 FRET inh,-8,1,-1,3,0,-1,2,3,4,-1
SENP6 block,0,7,9,4,6,-24,11,4,0,-14
UBC13 polyUb,7,-1,8,-3,7,3,-12,2,1,-7
Apaf1 inhib,-8,13,-13,-3,-10,24,7,5,7,6
SENP8 block-1,-2,11,-133,18,9,20,-177,3,10,0
SENP8 block-2,2,2,1,-10,14,-3,0,-8,0,-2

11	COc1ccc(C)cc1NC(=O)C1CCCCN1S(=O)(=O)c1ccccc1 (configuration not stated)
12	CC(=O)c1cccc(S(=O)(=O)N2CCC(c3nc4ccccc4[nH]3)CC2)c1
13	NCc1ccccc1CS(=O)(=O)N1CCOCC1
14	O=C(CCC(=O)N/N=C/c1ccccc1O)NCc1ccccc1
15	NC(=O)C1=C[C@H](c2ccc(C(F)(F)F)cc2)C[C@H](OCc2ccc(CO)cc2)O1
16	CCCCS(=O)CC(O)COCC (configuration not stated)
17	CC(C)Cn1c(=O)c(C(=O)NCc2ccc3c(c2)OCO3)c(O)c2ccccc21
18	O=C1CC(=Nc2ccccc2)NN1c1ccccc1
19	CCC(C)(C)NC(=O)C(c1ccccc1)N(Cc1cccnc1)C(=O)c1csnn1 (configuration not stated)
20	CN1CCN(C(=S)c2cn(Cc3ccc(Br)cc3)c3ccccc23)CC1

Assay by compound,11,12,13,14,15,16,17,18,19,20
A3G deaminase,-7,-12,-5,-7,-4,2,-3,-2,4,-4
SENP7 inh,9,-7,-1,-9,9,-5,-7,9,0,8
SENP1 FRET inh,-2,3,2,-18,-1,1,0,1,0,2
SENP6 block,2,-24,2,0,-5,3,-22,36,11,-11
UBC13 polyUb,18,-10,6,-11,-5,-4,17,-4,-1,8
Apaf1 inhib,8,2,-7,-6,8,-4,18,66*,-4,4
SENP8 block-1,13,3,11,-54,-6,15,-11,7,14,16
SENP8 block-2,9,-9,-7,-12,-2,-10,5,-2,7,1

3 entries drawn at random from those above, as already listed:
20	CN1CCN(C(=S)c2cn(Cc3ccc(Br)cc3)c3ccccc23)CC1
16	CCCCS(=O)CC(O)COCC (configuration not stated)
1	CCOC(=O)N1CCN(C(=O)C2CCN(Cc3nc(-c4ccccc4C)oc3C)CC2)CC1

Assay by compound,20,16,1
A3G deaminase,-4,2,-6
SENP7 inh,8,-5,-2
SENP1 FRET inh,2,1,-8
SENP6 block,-11,3,0
UBC13 polyUb,8,-4,7
Apaf1 inhib,4,-4,-8
SENP8 block-1,16,15,-2
SENP8 block-2,1,-10,2

Continued.
21	Cc1nn(CC(=O)N2CCN(c3ccccc3)CC2)c(=O)c2ccccc12
22	Cc1sc2ncn(CC(=O)NC3CCCCC3)c(=O)c2c1C
23	O=C(NC(=S)Nc1cc([N+](=O)[O-])ccc1O)c1cccnc1
24	CCCNC(=O)CN(C)C(=O)c1n[nH]c2ccccc12
25	Cc1ccccc1COC(=O)CN1C(=O)NC2(CCCC2)C1=O
26	COc1cc(OC)cc(C(=O)NC(=S)Nc2ccc3[nH]c(=O)[nH]c3c2)c1
27	C=CCNc1nc(NCc2ccco2)nc(OCC)n1
28	CCCn1nc(C(=O)NCc2ccc3c(c2)OCO3)c2ccccc2c1=O
29	C=C(C)CN(CC)C(=O)CN1C(=O)NC(C)(c2ccc3ccccc3c2)C1=O (configuration not stated)
30	CCN(CC)c1ccc2cc(C(C)=O)c(=O)oc2c1

Assay by compound,21,22,23,24,25,26,27,28,29,30
A3G deaminase,-7,-10,-7,-7,-10,-7,-7,-5,-6,-2
SENP7 inh,-4,3,8,5,5,4,6,-7,2,4
SENP1 FRET inh,0,-6,3,2,-1,0,2,0,1,-22
SENP6 block,-14,0,-24,-9,-16,17,-24,-6,-22,-6
UBC13 polyUb,3,6,-22,10,0,3,6,6,4,-33
Apaf1 inhib,-7,14,-1,-4,6,-11,-9,2,-5,2
SENP8 block-1,12,-9,16,43*,6,10,12,0,8,-497
SENP8 block-2,-4,-6,5,1,-2,0,4,-4,0,-1

31	C=CCOc1c(Cl)cc(C(=S)N2CCCC2)cc1OCC
32	O=C(CS(=O)(=O)Cc1ccccc1)Nc1nnc(C(F)(F)F)s1
33	C1CCCN(c2nc3nonc3nc2N2CCCCCC2)CC1
34	O=C(Nc1ccc(Cl)cc1)c1cccc(OC(=S)N2CCOCC2)c1
35	COc1cccc2c1OCC(CN1CCN(Cc3ccccc3)C(CCO)C1)=C2 (configuration not stated)
36	O=C(CSc1nc2ccccc2[nH]1)NCCN1CCCCC1
37	CCn1cc([C@@H]2C[C@H]3CN(Cc4cccc(Cl)c4)C(=O)[C@]34CCCN24)c(C)n1
38	Cc1[nH]c2ccccc2c1/C=N/NS(=O)(=O)c1ccccc1
39	COc1cc(/C=C(/C#N)c2nc3ccccc3c(=O)[nH]2)ccc1O
40	COc1cccc(NC(=O)CN(C)CC(=O)NCc2ccco2)c1

Assay by compound,31,32,33,34,35,36,37,38,39,40
A3G deaminase,-7,-13,-5,-2,-7,-3,-3,-7,-1,-5
SENP7 inh,0,6,-6,-6,-7,4,-4,-12,87*,-7
SENP1 FRET inh,2,-1,-3,2,1,-3,2,-9,-28,-1
SENP6 block,-20,5,-21,1,-9,-19,-1,-23,94*,-13
UBC13 polyUb,-3,2,2,-2,-6,6,-1,-12,-142,-6
Apaf1 inhib,4,-2,-1,-5,2,0,-3,14,2,-4
SENP8 block-1,15,12,19,-4,27,12,16,2,-16,5
SENP8 block-2,0,-1,-3,-11,0,2,-3,-9,84*,-6

41	Cc1cccc(Cn2ccc(NC(=O)c3ccc4c(c3)OCO4)n2)c1
42	CC(C)N1CCc2c(sc(NC(=O)CN3C(=O)c4ccccc4C3=O)c2C(N)=O)C1
43	CN(Cc1ccccc1)C(=O)c1[nH]cnc1C(=O)Nc1cccc(Cl)c1
44	CCCS(=O)(=O)N1CCC(C(=O)c2cccc(C(F)(F)F)c2)CC1
45	CN(CCOc1ccccc1Cl)Cc1ccccc1
46	CCSC1(SCC)N=C(N)C2(C#N)C(c3ccccc3)NC3=C(CCC3)C12C#N (configuration not stated)
47	COc1cccc(NC(=O)COc2nc3ccccc3nc2C)c1
48	CCCN1C(=O)c2cc(C(=O)NC3CCCC3)ccc2C1O (configuration not stated)
49	CC(C)(C)NC(=O)C1CCN(S(=O)(=O)c2ccc(Br)cc2)CC1
50	C/C(=N\NC(=O)CCCC(=O)O)c1c(-c2ccccc2)c2cc(Cl)ccc2[nH]c1=O

Assay by compound,41,42,43,44,45,46,47,48,49,50
A3G deaminase,-2,-10,-10,-5,0,-2,-9,-2,-1,-6
SENP7 inh,2,8,-4,2,-5,-6,-6,3,7,5
SENP1 FRET inh,1,-106,-1,2,2,-10,2,1,3,0
SENP6 block,2,-10,-16,-11,-17,2,-2,4,-8,-11
UBC13 polyUb,-12,6,15,5,3,-14,-3,-5,3,8
Apaf1 inhib,-14,-3,9,-1,7,13,2,0,0,-19
SENP8 block-1,25,-10,18,17,19,-14,-29,2,0,3
SENP8 block-2,-22,9,-1,-11,-16,-6,-7,4,-3,1

51	O=C(NNC(=O)c1ccccc1Br)c1cnccn1
52	CC1CC(C)CN(CCCNC(=O)c2ccc(N3CCCC3=O)cc2)C1 (configuration not stated)
53	COc1cc(C(=O)N2CCCc3ccccc32)cc(OC)c1OC
54	CCCCN(C(=O)Cc1ccc2c(c1)OCCO2)c1c(N)n(CCC)c(=O)[nH]c1=O
55	Cc1cc(OC(=O)c2ccccc2Cl)ccc1N1C(=O)CCC1=O
56	CCN1CCN(c2ccc(S(=O)(=O)N3CCOCC3)cc2NC(=O)CCOc2ccccc2)CC1
57	Cc1nnc(SCC(=O)N(CCC#N)c2ccc3c(c2)OCCO3)s1
58	O=C(O)CCN1C(=O)/C(=C/c2ccc(-c3nc4ccccc4s3)o2)SC1=S
59	COCC1CCN(Cc2c(C(=O)N3CCc4ccccc4C3)nc3ccc(Cl)cn23)C1 (configuration not stated)
60	O=C(COC(=O)c1cccnc1)c1ccc(Cl)c(Cl)c1

Assay by compound,51,52,53,54,55,56,57,58,59,60
A3G deaminase,0,-3,5,-2,-3,-8,-9,17,-6,-5
SENP7 inh,6,3,6,2,10,-2,-2,8,0,3
SENP1 FRET inh,3,1,0,-1,1,0,-1,-62,-74,2
SENP6 block,-13,-7,6,-12,-14,-13,-33,7,9,-20
UBC13 polyUb,-2,1,3,-2,9,-9,-7,-138,-1,3
Apaf1 inhib,-2,-8,1,0,3,-19,13,8,15,5
SENP8 block-1,5,12,14,-5,16,4,2,6,-72,4
SENP8 block-2,1,-6,3,3,-5,6,-11,-5,5,-6

Ordered by value in SENP1 FRET inh (lowest first): 6 of the compounds above
nr | molecule | A3G deaminase | SENP7 inh | SENP1 FRET inh | SENP6 block | UBC13 polyUb
59 | COCC1CCN(Cc2c(C(=O)N3CCc4ccccc4C3)nc3ccc(Cl)cn23)C1 (configuration not stated) | -6 | 0 | -74 | 9 | -1
58 | O=C(O)CCN1C(=O)/C(=C/c2ccc(-c3nc4ccccc4s3)o2)SC1=S | 17 | 8 | -62 | 7 | -138
57 | Cc1nnc(SCC(=O)N(CCC#N)c2ccc3c(c2)OCCO3)s1 | -9 | -2 | -1 | -33 | -7
53 | COc1cc(C(=O)N2CCCc3ccccc32)cc(OC)c1OC | 5 | 6 | 0 | 6 | 3
55 | Cc1cc(OC(=O)c2ccccc2Cl)ccc1N1C(=O)CCC1=O | -3 | 10 | 1 | -14 | 9
51 | O=C(NNC(=O)c1ccccc1Br)c1cnccn1 | 0 | 6 | 3 | -13 | -2

High-throughput results deposited in PubChem by Sanford-Burnham Center for Chemical Genomics.
